Screening results: PubChem BioAssay, National Center for Advancing Translational Sciences (NCATS)
DT40 TDP1 no CPT: qHTS for Inhibitors of human tyrosyl-DNA phosphodiesterase 1 (TDP1): qHTS in cells in absence of CPT; AID 686978, 2013; DT40 Tdp1-/- hTDP1 cells, no CPT, ATP luminescence, 48 h; Potency, µM (doses to about 46.2 µM), for the others: top-dose activity change, negative = growth inhibition, usual class: inhibitors; hit rate 15% among 420,000; also: nearly all actives have a fitted effect of over 55% in size
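No-CPT arm: Tdp1-/-;hTDP1 DT40 cells (400/well) plus compounds, incubated ≥48 hr at 37 °C. Readout CellTiter-Glo luminescence.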
GCN5L2 inh: inhibitors of human GCN5L2 histone acetyltransferase | GCN5L2 HAT assay, ThioGlo1 CoA-SH fluorescence | Potency, µM (series often up to 58.9 µM), for the others: at the top dose activity change, negative = inhibition, most hits filed as inhibitors | hit rate 0.21% among 390,000 | AID 504327
Target sequence (Q92830 whole entry, looked up): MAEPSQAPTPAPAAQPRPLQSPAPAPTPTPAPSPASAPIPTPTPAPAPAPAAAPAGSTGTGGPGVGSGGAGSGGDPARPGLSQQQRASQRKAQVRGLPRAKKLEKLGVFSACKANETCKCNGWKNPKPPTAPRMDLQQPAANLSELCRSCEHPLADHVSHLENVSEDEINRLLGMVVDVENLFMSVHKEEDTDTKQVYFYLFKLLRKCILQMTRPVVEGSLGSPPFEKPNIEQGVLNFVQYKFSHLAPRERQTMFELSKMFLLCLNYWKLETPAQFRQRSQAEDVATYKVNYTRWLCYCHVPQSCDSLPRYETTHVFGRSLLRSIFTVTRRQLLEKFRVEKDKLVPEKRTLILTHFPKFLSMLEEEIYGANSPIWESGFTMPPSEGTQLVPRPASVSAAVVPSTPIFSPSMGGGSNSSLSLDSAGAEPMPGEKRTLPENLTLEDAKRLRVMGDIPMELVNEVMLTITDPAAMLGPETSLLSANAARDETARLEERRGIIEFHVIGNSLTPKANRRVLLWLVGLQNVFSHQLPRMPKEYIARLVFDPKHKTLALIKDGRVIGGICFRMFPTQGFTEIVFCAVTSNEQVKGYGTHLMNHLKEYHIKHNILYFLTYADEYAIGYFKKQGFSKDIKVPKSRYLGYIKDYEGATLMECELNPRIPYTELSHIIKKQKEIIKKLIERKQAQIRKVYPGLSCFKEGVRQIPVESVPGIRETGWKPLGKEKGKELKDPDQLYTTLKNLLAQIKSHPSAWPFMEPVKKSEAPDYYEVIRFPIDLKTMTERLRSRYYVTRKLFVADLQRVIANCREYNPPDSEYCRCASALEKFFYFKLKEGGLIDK
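Free CoA generated was detected with ThioGlo1 (50uM) fluorescence at Ex340nm/Em540nm, read immediately and after 20 min at room temperature. Enzyme, 20 nM in HEPES pH 7.5 buffer, saw compounds 15 min before adding 75uM H3(1-25) peptide and 70uM acetyl-CoA.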
TDP1 cell CPT: DT40-hTDP1 cell growth loss with CPT; hit rate 12% among 420,000; Potency, µM (series often up to 46.2 µM), for the others: at the highest dose activity change, negative = growth inhibition, hits mostly inhibitors; AID 686979; chicken DT40 Tdp1-/-;hTDP1 cells + 20 nM CPT, ATP luminescence, 48 h; also: nearly all actives have a fitted effect of over 55% in size
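Chicken DT40 Tdp1-/- cells complemented with human TDP1, 400 cells/well, exposed to compounds plus 20 nM camptothecin for at least 48 h at 37 C; viability read as ATP content by CellTiter-Glo luminescence.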
Active calls of the source: *; ? = inconclusive; . = no result given; & = joins results of further samples; [ ] = dose if it differs, or a comment. Calls follow the shape of the dose curve; as a rule, active = well fitted curve in the direction sought with a large enough effect; inconclusive = small, poorly fitted or top-dose-only effect, or another doubt; inactive = no such curve, though single readings can be large; an effect the other way counts as inactive or inconclusive. % is scaled to controls: 0 for no effect and ±100 for the full control effect; potency is read from the fitted curve at half-maximal effect.

SMILES	DT40 TDP1 no CPT	GCN5L2 inh	TDP1 cell CPT
CC(=O)Nc1sc(C)c(C)c1CN1CCN(S(=O)(=O)c2ccccc2)CC1	?	-5%	?
COC(=O)c1oc2ccc(Br)cc2c1NC(=O)CCN1CCOCC1	-16%	-2%	0%
COc1ccccc1NC(=O)c1ccc(NC(=O)c2cc3c(s2)CCC3)cc1	16µM*	0%	?
CCC(C(=O)Nc1cc(C(F)(F)F)ccc1Cl)n1nc(C)c2sc3ccccc3c2c1=O (stereo not given)	16µM*	-1%	23µM*
NC(CO)c1csc(Nc2ccc(C(F)(F)F)cn2)n1 (stereo not given)	?	.	?
O=C(NCc1ccco1)c1ccc(CS(=O)Cc2ccc(Cl)cc2)o1 (stereo not given)	-4%	2%	-2%
Cc1csc(NC(=O)CCN2C(=O)c3ccccc3S2(=O)=O)n1	-17%	1%	-2%
COc1cc2c(cc1OC)C(COc1ccc(C(C)C)cc1)N(C(=O)COc1ccccc1)CC2 (stereo not given)	?	-1%	?
CN(c1cccnc1)c1ncnc2[nH]ncc12	-4%	-2%	6%
COc1ccc([N+](=O)[O-])cc1NC(=O)Nc1cccc(Cl)c1	9.2µM*	-2%	12µM*
CCOC(=O)/C(C#N)=C/Nc1cc(OC)ccc1OC	?	-14%	-23%
O=C(CN(C(=O)Cn1nnc(-c2ccc(F)cc2)n1)c1ccc(F)c(Cl)c1)NCC1CCCO1 (stereo not given)	-18%	0%	8%
CN(Cc1ccccc1)c1nnc(N)s1	-9%	1%	-7%
COc1ccc(-c2nnc(-c3cccnc3)o2)cc1OC	?	-7%	12µM*
COc1ccc(S(=O)(=O)N2CCOC2CNC(=O)C(=O)NCc2ccco2)cc1 (stereo not given)	-27%	-11%	-29%
CCOc1ccc(CCNC(=O)C2CCCN(c3nnc(-n4cccc4)s3)C2)cc1OCC (stereo not given)	?	-4%	-22%
COc1ccccc1-c1cn[nH]c1-c1ccc(OCc2ccc([N+](=O)[O-])cc2)cc1O	-17%	-3%	2%
CCOc1ccc(CCNS(=O)(=O)c2ccc(-c3ccc(=O)[nH]n3)o2)cc1OCC	11%	-1%	10%
COc1ccc(C(=O)NCCN2CCCC2)cc1	4%	-9%	9%
Cn1c(=O)oc2cc(S(=O)(=O)NC3CCCc4ccccc43)ccc21 (stereo not given)	-27%	-2%	-26%
CC(=O)Nc1nc2ccc(S(=O)(=O)N3CCCCC3)cc2s1	-8%	-20%	-12%
CN(C)c1ccc(/C=N/NC(=O)CSc2ccccn2)cc1	3%	-4%	6%
CC(=O)C1=C(O)C(=O)N(Cc2cccnc2)C1c1ccc(C(C)C)cc1 (stereo not given)	-2%	-5%	7%
Cn1c(=O)n(C)c2cc(N3CCCCC3)c(NC(=O)c3cccc(Cl)c3)cc21	-25%	-7%	?
Cc1cc(C)nc(SCc2nnc(SCC(=O)N3CCCc4ccccc43)o2)n1	?	0%	?
CCC(=O)N(Cc1cc2c(C)ccc(C)c2[nH]c1=O)C1CCCCC1	16µM*	-4%	?
COC(=O)C[C@H]1c2ccccc2S(=O)(=O)N1C(C)C	-1%&-5%	.	4%&-7%
Cc1ccc(NC(=O)c2c(NC(=O)Cc3ccccc3)sc3c2CCC3)cc1	?	-11%	-1%
COc1ccc(C2C(=O)N(C3CCCCCC3)CC(=O)N2CCC2=CCCCC2)cc1 (stereo not given)	15µM*	-1%	23µM*
CN(CC(=O)Nc1ccc2c(c1)OCCO2)CC(=O)Nc1ccc(F)c(F)c1F	-26%	1%	3%
CC(C)(C)c1ccccc1NC(=O)COC(=O)CN1C(=O)NC2(CCCC2)C1=O	-15%	-16%	-11%
CCC(=O)Nc1ccccc1C(=O)OCC(=O)c1ccccc1	-24%	0%	-15%

Of the compounds above, four have a thiophene ring, fused or not.
SMILES	DT40 TDP1 no CPT	GCN5L2 inh	TDP1 cell CPT
CC(=O)Nc1sc(C)c(C)c1CN1CCN(S(=O)(=O)c2ccccc2)CC1	?	-5%	?
COc1ccccc1NC(=O)c1ccc(NC(=O)c2cc3c(s2)CCC3)cc1	16µM*	0%	?
CCC(C(=O)Nc1cc(C(F)(F)F)ccc1Cl)n1nc(C)c2sc3ccccc3c2c1=O (stereo not given)	16µM*	-1%	23µM*
Cc1ccc(NC(=O)c2c(NC(=O)Cc3ccccc3)sc3c2CCC3)cc1	?	-11%	-1%

(listing goes on)
SMILES	DT40 TDP1 no CPT	GCN5L2 inh	TDP1 cell CPT
CC(=O)CSc1nnc(CN2C(=O)CSc3ccc(C(F)(F)F)cc32)n1C	2%	-2%	-1%
Cc1c(-c2ccc(OCc3ccccc3)cc2)nc2ccccc2c1C(=O)O	10%	1%	-5%
Cc1ccc(NC(=O)CC(C)CC(=O)NCc2ccccc2)cc1Cl (stereo not given)	?	-1%	13µM*
CC1(C(=O)Nc2cccc3c2CCCC3)CCN1C(=O)c1cccc(F)c1 (stereo not given)	?	.	-23%
CCCCNC(=O)c1nc(-c2cc3ccccc3[nH]2)oc1-c1ccccc1	16µM*	.	?
CC(=O)Nc1ccc(CN(C)CC2CCCN(CCc3cccc(C(F)(F)F)c3)C2)cc1 (stereo not given)	?	-2%	13µM*
C/C(=N\O)C(C)/[N+]([O-])=C/c1nc(C)c(C)n1O (stereo not given)	-4%	.	-3%
CCOC(=O)[C@]12CCCC=C1N(CCc1ccc(OC)c(OC)c1)C(=O)[C@H](CC(=O)NCCCCc1ccccc1)C2	16µM*	.	?
COc1ccccc1/C=C/C=N/NC(=O)CCn1cnc2ccccc21	10µM*	-8%	16µM*
CCOC(=O)COc1c(C(=O)OC)sc2ncccc12	4%	-14%	4%
Cc1ccc(C)c(-n2c(Cc3cc(=O)[nH]c(=O)[nH]3)nnc2SC(C)C)c1	-6%	-5%	-9%
COC(CNC(=O)C(=O)NCC1CCCN1S(=O)(=O)c1cccs1)OC (stereo not given)	-1%	?	-2%
O=c1[nH]c(=O)n(C2CCCCC2)c(O)c1C1=Nc2ccccc2SC(c2ccccc2)C1 (stereo not given)	-12%	-14%	-9%
O=C1C=C(C#Cc2ccccc2)C[C@@H](c2ccc(F)cc2)C1	4.6µM*	.	4.6µM*
S=c1nc(C23CC4CC(CC(C4)C2)C3)[nH][nH]1	-15%	0%	-11%
CCNc1ncc2nc(-c3cn(C)c4ccccc34)c(=O)n(C)c2n1	-11%	0%	?

(continued)
SMILES | DT40 TDP1 no CPT | GCN5L2 inh | TDP1 cell CPT
CCCCCCCCCCCCC/C=C/[C@@H](O)[C@H](CO)N(C)C | 1%[4.12 µM] | -7% | -2%[4.12 µM]
O=C1CN(C(=O)C2CC2)c2ccccc2N1 | -12% | 8% | -4%
O=C(CSc1nnc(-c2ccccc2)c2ccccc12)NCCN1C(=O)CSC1=O | 1% | -2% | -1%
CN(C)c1ccc2nc3ccc(=O)cc-3sc2c1 | 1.6µM* | . | 1.6µM*
CCc1ccc(CCC(=O)Nc2ccc(C(=O)O)cc2)o1 | 24% | -4% | 7%
O=C(N/N=C/c1cccc([N+](=O)[O-])c1)c1cc[n+](CCO)cc1 | 5% | -5% | -4%
FC(F)(F)c1cccc(-n2c(Cn3nnc4ccccc43)n[nH]c2=S)c1 | -23% | -13% | -14%
N=C1c2ccccc2-c2ccccc21 | -7% | . | 0%
O=[N+]([O-])c1ccccc1S(=O)(=O)N1CCc2ccccc2C1 | -12% | 2% | 7%
CCN(CC)CCCN(C(=O)c1ccc(OC)cc1)c1nc(-c2ccc(OC)cc2)cs1 | ? | -1% | ?
CCOc1ccc(Br)cc1S(=O)(=O)NCC(c1ccc(OC)cc1)N1CCOCC1 (stereo not given) | ? | . | ?
O=C(c1ccc(F)cc1)C1CCN(CCn2c(=S)[nH]c3ccccc3c2=O)CC1 | 15µM* | -1%&-2% | ?
O=c1[nH]c2cc(Cl)ccc2n1-c1ccccc1 | -8% | 7% | -6%
COc1ccc(C(=O)NCc2ccc3c(c2)OCO3)cc1S(=O)(=O)NCc1ccc(Cl)cc1 | ? | 1% | 4%
CCOC(=O)N1CCN(C(=O)c2cccc(N3C(=O)NC4CC3(C)Oc3ccccc34)c2)CC1 (stereo not given) | 14% | -21% | -6%
CCN(CC(=O)Nc1c(F)cccc1F)C(=O)/C=C/c1ccc2ccccc2n1 | 4% | ? | 2%
COc1ccc(Nc2nc3ccc(OC)cc3s2)cc1 | -26% | -8% | -17%
CCOc1ccccc1-c1nc2c(s1)CCc1onc(-c3ccc(OC)cc3)c1-2 | -24% | . | ?
O=C(N/N=C/c1cc(Br)ccc1O)c1ccccc1Cl | 0.92µM* | -3% | 0.65µM*
Cc1ccccc1OCC(=O)Nc1ccc2[nH]c(=O)sc2c1 | 16µM* | 1% | ?
O=C(Nc1cccc(F)c1)N1CC2(CCN(S(=O)(=O)c3ccccc3)CC2)C1 | ? | -7% | ?
CCN(C(=O)COC(=O)CC(C)c1ccccc1)c1c(N)n(Cc2ccccc2)c(=O)[nH]c1=O (stereo not given) | -1% | -7% | -27%
O=C(N/N=C/c1ccccc1Br)c1ccc(CSc2cccc3cccnc23)cc1 | 0% | -5% | -15%
COc1cccc(NC(=O)CSc2cc(C)c3ccccc3n2)c1 | ? | -10% | ?
COc1ccc(NC(=S)N2CCN(c3ccc4c(c3)C3CCN(C(=O)OCc5ccccc5)C4C3)CC2)c(OC)c1 (stereo not given) | 5.2µM* | . | 7.3µM*

An excerpt of these results, with values under each structure:
Order of values: DT40 TDP1 no CPT, GCN5L2 inh, TDP1 cell CPT
Cn1c(=O)oc2cc(S(=O)(=O)NC3CCCc4ccccc43)ccc21 (stereo not given)
    -27%, -2%, -26%
CC(=O)Nc1nc2ccc(S(=O)(=O)N3CCCCC3)cc2s1
    -8%, -20%, -12%

Further entries.
SMILES | DT40 TDP1 no CPT | GCN5L2 inh | TDP1 cell CPT
C[C@H](NC(=O)NCCc1ccccc1)C(=O)O | 4% | -8% | 5%
Cc1cc(C)n(-c2ccc(C(=O)Nc3cc(S(=O)(=O)N(C)C)ccc3Cl)cc2)n1 | ? | -16% | 16µM*
Cc1cc(Br)cc(C)c1OCCCCN(C)C | ? | -9% | 29µM*
CCC1CN(C(=O)N2CCC(C(=O)NCCc3ccc(Cl)cc3)CC2)c2ccccc2O1 (stereo not given) | 15µM* | -8% | 16µM*
COC(=O)c1c(C)nn(-c2ccc(F)c(Cl)c2)c1-c1cc(C)on1 | 5.2µM* | -5% | 12µM*
COc1ccc(-c2nc3n(n2)C(c2cccnc2)C(C(N)=O)=C(C)N3)cc1 (stereo not given) | -18% | -6% | 3%
COc1ccc(CCNS(=O)(=O)c2ccc(N3CCCC3=O)cc2)cc1 | 21µM* | . | 21µM*
CCn1cc(S(=O)(=O)c2cccc(C)c2)c(=O)c2cc(F)c(N3CCCCC3C)cc21 (stereo not given) | ? | -1% | ?
O=C(Nc1cc(Cl)ccc1Cl)c1ccc2c(c1)N(Cc1cccc(Cl)c1)C(=O)c1ccccc1S2=O (stereo not given) | -30% | 9% | -14%
CC(C)(C)c1ccc(NC(=O)CON=C(N)c2ccccc2)cc1 | 29µM* | -8% | ?
O=C1NC2(CCCCCC2)C(=O)N1CCS(=O)(=O)Oc1ccccc1 | -22% | -2% | 11%
COc1cc(NC(=O)CN2CCN(c3ccccc3F)CC2)c(C)cc1[N+](=O)[O-] | 16% | 37%[activator] | -2%
CCOC(=O)c1ccccc1NC(=O)COC(=O)CCC(=O)c1ccccc1 | 4% | -9% | 11%
O=C(CNc1cccc2ccccc12)c1ccc([N+](=O)[O-])cc1 | 13µM* | 18% | 15µM*
COC(=O)c1ccc(C(=O)OC)c(NC(=S)N2CCN(C(=O)C3CCCO3)CC2)c1 (stereo not given) | -2% | 0% | -4%
COc1ccc(CCNC(C)C(=O)Nc2ccc(S(N)(=O)=O)cc2)cc1 (stereo not given) | 9% | -20% | -14%
CCCCSCCCNC(=O)CN1C(=O)c2cccnc2Oc2ccc(Cl)cc21 | ? | -10% | ?
Cn1cc(C2NC(=O)c3ccccc3N2)c2ccccc21 (stereo not given) | 1.6µM* | . | 1.2µM*
COc1ccc(CNC(=O)COC(=O)c2c(NC(C)=O)sc(C)c2C)cc1 | -20% | -7% | ?
Nc1cc(-c2ccco2)no1 | -18% | 2% | 4%
CC(=O)Nc1ccc(S(=O)(=O)NC(CC(=O)NCCC2=CCCCC2)C(C)C)cc1 (stereo not given) | 5% | -6% | 10%
CN(C)c1ccc(/C=C/c2ccnc3ccccc23)cc1Cl | 10µM* | . | ?
Cn1c(N2CCOCC2)cc(=O)n(C)c1=O | 24% | -2% | ?
